# Compound activity: PubChem BioAssay, several laboratories
# AID2073: inhibitors of Mint1-CaV2.2 protein interaction, biochemical, HTRF (AID 2073) | inhibition, % at 20 µM, or IC50 in µM where a hit was titrated | HTRF protein-protein interaction, Mint1-CaV2.2; higher % means a stronger effect | actives 0.19% (n = 290,000); in the data active means inhibition mostly above about 51%, no sharp cut-off; inconclusive means no clear call, values can overlap the other calls; inactive means mostly below about 53%; further: some results filed as inactive read as strong as hits
# Siah-1 displacement: blockers of Siah-1 interaction with plectin peptide – biochemical, fluorescence polarization, rhodamine-plectin, uHTS, primary screen (AID 1817) | one-dose displacement, % at 20 µM; IC50 in µM for titrated hits | actives 0.02% (n = 290,000) | Siah-1 / rhodamine-plectin peptide fluorescence polarization; higher % means a stronger effect;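 active means displacement of at least 50% at 20 µM, with a fluorescence ratio check between 0.3 and a set limit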;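 further: plate controls were Siah plus tracer with DMSO for no effect and tracer alone without Siah for full effect; strong numbers were not always called active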
# XIAP displacement: small molecules displacing peptide from XIAP – biochemical, IAP family, fluorescence polarization (AID 1018). XIAP BIR domain, fluorescence polarization peptide displacement; higher % means a stronger effect. displacement, % at 20 µM, or IC50 in µM where a hit was titrated. actives 0.007% (n = 200,000); in the data active means displacement above about 50%; further: a part of the inactive calls stands beside numbers as strong as those of hits
# Dengue-2 NS5 capping: flavivirus cap methylation enzyme inhibition – biochemical, confirmation dose response, primary screen (AID 588689) | Dengue-2 NS5 methyltransferase capping enzyme assay, biochemical; higher % means a stronger effect | one-dose inhibition, % at 25 µM; IC50 in µM for titrated hits | actives 0.3% (n = 340,000); in the data active means a potency from the dose series; inconclusive means inhibition above about 29% without an active follow-up result
# Myeloid diff 2: compounds promoting myeloid differentiation. ER-HoxA9 myeloid progenitors, lysozyme-GFP differentiation, flow cytometry. calls only at 10 µM. actives 1% (n = 360,000). AID 624256;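 active means normalized GFP-positive differentiation at or above the plate's own cutoff, the solvent-only control mean plus 3 SD; inconclusive means no clear call, values can overlap the other calls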;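 further: cells exposed to compound for four days before flow analysis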
# HIV peptide binding: inhibitors of HIV fusion peptide binding, primary screen, biochemical, uHTS, fluorescence dequenching (AID 1986) | cell-free peptide binding, fluorescence dequenching, 30 min; higher % means a stronger effect | inhibition, % at 20 µM; hits with a dose series show IC50 in µM | actives 0.3% (n = 290,000); in the data active means inhibition mostly above about 52%, no sharp cut-off; inactive means mostly below about 76%; further: some results filed as inactive read as strong as hits
# HEK293 NOD2/NF-kB: inhibition of NOD2-driven NF-kB reporter – cell-based, luminescence, uHTS, HEK293 (AID 1566); one-dose inhibition, % at 4 µM; EC50 in µM for titrated hits; actives 0.63% (n = 290,000); HEK293 NOD2/NF-kB luciferase reporter, luminescence; higher % means a stronger effect; further: many of its hits are not listed in these tables
# Hep lipid drop: modulators of hepatic lipid droplet formation. AML12 mouse hepatocytes, oleate lipid droplets, BODIPY imaging. AID 1656. actives 0.4% (n = 240,000). inhibition, % at 6.5 µM;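 active means lipid droplet intensity inhibited by at least 50%, with more than 500 cells counted; inconclusive means wells with under 300 cells, treated as cytotoxic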
#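 Assay system: AML12 mouse liver cells | Compound dosing: One dose, 6.5 µM compound | Read-out basis: Droplet intensity reduction, % inhibition | Measured by: Fluorescence imaging, 20x objective, two fields per well | Schedule: Overnight treatment with compound plus oleate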
# LYP inhibition: PTPN22 lymphoid phosphatase activity blockers – biochemical, fluorescence intensity, uHTS (AID 1779); one-dose inhibition, % at 11.5 µM; IC50 in µM for titrated hits; actives 0.054% (n = 290,000); recombinant LYP phosphatase, fluorescence intensity; higher % means a stronger effect;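 further: plate controls were vehicle with enzyme for no effect and no enzyme for full effect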
# Hep lipid drop cells 6.5 µM: second read-out of Hep lipid drop, no call of its own (marks repeat the call); cell count; measured here: cell count, cytotoxicity flag;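 cells counted across two imaged fields per well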
# Dengue-2 NS5 capping pilot replicate: second read-out of Dengue-2 NS5 capping, no call of its own (marks repeat the call); inhibition, %; measured here: pilot screen replicate inhibition
# Myeloid diff 2 GFP+ MAC1+ %: further read-out of Myeloid diff 2, marked with its call; GFP+ MAC1+ double positive, %; measured here: differentiation confirmed by MAC1 staining
# The depositor's hits bear a star; i = inactive; ? = inconclusive; . = not tested or not shown; + = active, no number. Unless noted, no stated cut-off is given here; in the data, active means inhibition above about 50%; inactive means the rest. An excerpt; count on the stated rates, not on these rows.
SMILES,AID2073,Siah-1 displacement,XIAP displacement,Dengue-2 NS5 capping,Myeloid diff 2,Myeloid diff 2 GFP+ MAC1+ %,HIV peptide binding,HEK293 NOD2/NF-kB,Hep lipid drop,Hep lipid drop cells 6.5 µM,LYP inhibition,others
CC(=O)Nc1nnc(COc2ccccc2)s1,2.4%,1.2%,-7.5%,-7.1%,i,0.4,0.4%,-9.3%,-8.2,710,-5.0%,
COc1ccccc1CNC(=O)c1cc(S(=O)(=O)N2CCCCC2)c[nH]1,-1.4%,-0.6%,.,4.2%,i,3.1,-0.1%,8.5%,2.3,782,1.3%,
CCOC(=O)CSc1nc(-c2ccccn2)ncc1OC,5.6%,4.3%,-1.0%,-4.3%,i,0.2,-0.8%,12.5%,-4.4,652,-2.3%,
Cc1nnc(NC(=O)c2cccc(S(=O)(=O)N3CCOCC3)c2)s1,1.6%,0.0%,-8.0%,-11.8%,i,1.0,-1.1%,13.4%,-1.7,787,-7.8%,
CC1(C)CC(=O)C(C(C2=C(O)CC(C)(C)CC2=O)c2cccc(O)c2)C(=O)C1 (centres undefined),1.8%,3.8%,-3.5%,0.7%,i,0.2,-3.0%,-5.7%,.,.,-6.3%,Dengue-2 NS5 capping pilot replicate=-19.3
CCOc1ccc(C(C)NC(=O)CCC(=O)O)cc1 (centres undefined),12.1%,-1.0%,-3.0%,-2.1%,i,1.0,-3.1%,21.9%,.,.,-8.3%,
COC(=O)CC1C(C(=O)OC)ON2OC(C(=O)OC)C(C(=O)OC)C12 (centres undefined),1.3%,8.5%,-0.5%,-20.9%,i,0.6,2.1%,-0.2%,-6.7,722,-3.6%,
CC(C)(C)OC(=O)NCCc1nnc(SCC(=O)Nc2cccc(Cl)c2)o1,5.6%,0.8%,0.3%,-3.4%,i,1.8,-1.2%,-8.2%,.,.,-8.2%,Dengue-2 NS5 capping pilot replicate=-4.5
Cc1ccc(C)c(NC(=O)Cc2nc(CCl)cs2)c1,17.0%,1.9%,-5.8%,-5.8%,i,0.0,3.8%,-13.0%,-0.1,532,-1.5%,
CCOc1ccc(N2CC(C(=O)Nc3cccnc3)CC2=O)cc1 (centres undefined),4.2%,2.3%,.,-1.3%,i,1.0,1.1%,-7.6%,-0.3,829,-9.7%,
COc1cc(OC)cc(C(=O)Nc2ccc(S(=O)(=O)Nc3ncccn3)cc2)c1,6.7%,0.5%,-3.6%,3.1%,i,0.2,2.0%,5.3%,23.7,703,-6.5%,
Cc1ccc(S(=O)(=O)NCc2ccc(C(=O)NCCN(Cc3ccccc3)C(C)C)cc2)cc1,-0.1%,1.4%,-0.8%,2.4%,i,0.8,-0.2%,-4.2%,-30.2,677,-9.1%,
CCN(CC)c1ccc2cc(S(=O)(=O)c3ccc(Cl)cc3)c(=O)oc2c1,22.0%,15.9%,-2.2%,?,i,11.0,144.9%,-21.2%,-13.1,723,6.0%,
Cc1ccc(OS(=O)(=O)c2ccccc2)c(/C=N/N=C2\NC(=O)C(C)S2)c1 (centres undefined),3.2%,-0.4%,-4.5%,0.8%,i,0.6,8.8%,10.3%,10.3,753,5.6%,
CCc1cc(C(=O)N/N=C/c2ccc(OC)cc2)c2ccccc2n1,6.8%,4.1%,.,10.8%,i,1.3,0.6%,-32.2%,-17.0,843,0.2%,
O=c1c2[nH]c3ccccc3c2ncn1Cc1ccncc1,12.8%,2.1%,-3.6%,0.8%,i,1.5,-1.3%,6.3%,.,.,-9.2%,
Cc1ccc(N(CC(=O)NC2CCCC2)C(=O)CCC(=O)Nc2nccs2)cc1C,-2.0%,-1.3%,.,-10.0%,i,0.3,-0.1%,0.0%,-30.4,752,1.3%,
CCOc1ccc(CN(Cc2ccco2)C(c2cccs2)c2nnnn2C(C)(C)C)cc1 (centres undefined),0.7%,3.1%,-4.4%,7.0%,i,0.6,-1.0%,5.0%,.,.,-0.5%,
COc1cccc(CNC(=O)C2CCN(S(=O)(=O)c3c(C)nn(C)c3C)CC2)c1,6.1%,6.6%,-1.3%,-4.5%,i,1.2,2.2%,6.8%,.,.,-7.4%,
COc1ccccc1NC(=O)COC(=O)/C=C/c1ccccc1[N+](=O)[O-],-10.2%,-2.5%,-7.0%,-2.6%,i,1.0,0.4%,9.8%,2.3,654,-5.3%,
O=C(CN(c1ccc(F)cc1)S(=O)(=O)c1ccccc1)NC1CCCCCC1,9.5%,-1.0%,.,0.0%,i,0.8,-0.1%,-20.6%,-1.7,595,3.0%,
COC(=O)c1[nH]c(C)c(/C(O)=C2\C(=O)C(=O)N(CCN3CCOCC3)C2c2ccccc2OC)c1C (centres undefined),-0.4%,4.0%,-3.5%,-3.6%,i,0.9,21.0%,-9.7%,.,.,-9.8%,
CCOc1ccc(N(CC(=O)NCCSCc2ccccc2)S(C)(=O)=O)cc1,4.1%,1.1%,.,1.6%,i,0.6,-1.0%,0.9%,-4.0,795,-2.2%,
COc1cc(/C=C/C(=O)OCC(=O)NCc2ccco2)cc(OC)c1OC,5.9%,2.7%,-11.6%,-4.5%,i,1.0,-0.2%,2.7%,11.2,644,-2.4%,
COc1nc(Oc2ccc(=O)[nH]n2)nc(N2CCOCC2)n1,-4.2%,2.2%,-1.9%,-1.4%,i,0.9,2.3%,-2.5%,-40.0,631,-0.8%,

# Entries from the list above that have two or more sulfur atoms, in the order listed:
SMILES,AID2073,Siah-1 displacement,XIAP displacement,Dengue-2 NS5 capping,Myeloid diff 2,Myeloid diff 2 GFP+ MAC1+ %,HIV peptide binding,HEK293 NOD2/NF-kB,Hep lipid drop,Hep lipid drop cells 6.5 µM,LYP inhibition,others
Cc1nnc(NC(=O)c2cccc(S(=O)(=O)N3CCOCC3)c2)s1,1.6%,0.0%,-8.0%,-11.8%,i,1.0,-1.1%,13.4%,-1.7,787,-7.8%,
Cc1ccc(OS(=O)(=O)c2ccccc2)c(/C=N/N=C2\NC(=O)C(C)S2)c1 (centres undefined),3.2%,-0.4%,-4.5%,0.8%,i,0.6,8.8%,10.3%,10.3,753,5.6%,
CCOc1ccc(N(CC(=O)NCCSCc2ccccc2)S(C)(=O)=O)cc1,4.1%,1.1%,.,1.6%,i,0.6,-1.0%,0.9%,-4.0,795,-2.2%,

# Going on with the list.
SMILES,AID2073,Siah-1 displacement,XIAP displacement,Dengue-2 NS5 capping,Myeloid diff 2,Myeloid diff 2 GFP+ MAC1+ %,HIV peptide binding,HEK293 NOD2/NF-kB,Hep lipid drop,Hep lipid drop cells 6.5 µM,LYP inhibition,others
Cc1ccc(/C=C2\Sc3ccccc3C2=O)s1,8.6%,9.0%,7.3%,2.4%,i,1.0,-0.4%,-117.3%,.,.,0.5%,
CCCn1nnnc1NCc1cc(Br)ccc1OC,-2.6%,-4.2%,-6.2%,-5.4%,i,0.4,-2.7%,0.3%,3.7,612,-5.8%,
CCNc1nc(NC(C)C)nc(NS(=O)(=O)c2ccc(N)cc2)n1,-0.9%,2.5%,-1.3%,-2.1%,+,2.6*,-1.3%,1.7%,-15.1,755,-0.4%,Dengue-2 NS5 capping pilot replicate=-7.0
Cc1cc(C)cc(Oc2ccc(NC(=O)C3CC=CCC3C(=O)O)cc2)c1 (centres undefined),-7.1%,-3.0%,-5.4%,-10.1%,i,0.2,5.3%,-0.8%,7.8,676,5.5%,
COc1ccc(C2C(C(=O)N3CCCC3)c3cc(OC)c(OC)cc3C(=O)N2C)cc1OC (centres undefined),-6.1%,-0.6%,-5.6%,-8.6%,i,0.6,0.2%,-4.5%,-13.8,670,-1.1%,
CCCn1c(NCc2cc(C)ccc2O)nc2ccccc21,11.7%,-2.9%,-2.3%,-4.0%,i,1.2,3.9%,-0.2%,-7.0,770,-7.6%,
Cc1ccsc1/C=N/NC(=S)NCc1ccccc1,-30.4%,-6.2%,-7.9%,-0.7%,i,0.3,-3.1%,-26.7%,10.4,625,2.4%,
Cc1nn(C)c(Oc2ccccc2)c1CCNC(=O)C(C)(C)C,4.1%,-2.4%,-9.0%,-4.0%,i,1.0,-1.8%,-0.7%,-1.5,660,-9.2%,
COc1ccc(C2CC(c3ccccc3)=NN2C(=O)CSc2ncccn2)cc1 (centres undefined),2.8%,0.0%,-6.6%,-5.1%,i,1.3,-2.6%,-22.5%,12.9,659,-4.9%,
CN(C)CCCN1C(=O)c2oc3ccc(F)cc3c(=O)c2C1c1cccnc1 (centres undefined),21.2%,-1.9%,-8.6%,-7.0%,i,2.6,2.3%,3.0%,-44.1,533,2.1%,
O=C(NCc1cccs1)c1noc2c1CCCC2,2.0%,-0.6%,-1.6%,7.2%,i,4.7,1.4%,-5.9%,-0.5,712,-0.8%,
CCOc1c(OC)cccc1C1CC(=O)Nc2cc(OC)c(OC)cc21 (centres undefined),7.2%,2.1%,-2.2%,-2.8%,i,3.1,3.3%,4.1%,-6.3,729,-7.9%,
O=C(O)c1cccc(NCc2ccncc2)c1,19.1%,-3.6%,-8.3%,.,.,.,1.1%,14.9%,0.6,806,-6.0%,
O=C(CN(c1ccccc1F)S(=O)(=O)c1ccccc1)Nc1ccc2c(c1)OCCO2,10.2%,-5.6%,.,0.7%,i,0.9,-0.8%,-7.9%,-3.6,634,-5.5%,
CC(=O)N[C@@H](Cc1c[nH]c2ccccc12)C(=O)NC1CCCc2ccccc21 (some centres undefined),-39.5%,-2.6%,.,-1.8%,i,0.7,-0.7%,-4.3%,-8.7,800,-9.0%,
Cc1ccsc1/C=C1\CCC(C2CCCC2)C1=O (centres undefined),5.3%,13.5%,-0.9%,4.6%,i,0.6,-0.3%,-113.2%,5.7,756,-0.1%,
CCN(CC)CCC(c1ccc2c(c1)OCO2)c1c(OC)cc(OC)c2c(-c3ccccc3)cc(=O)oc12 (centres undefined),1.5%,5.5%,.,-4.7%,i,2.4,0.4%,18.6%,3.2,731,-6.0%,
Fc1cc2[nH]c(=S)[nH]c2cc1Cl,-12.7%,0.9%,.,-0.8%,i,0.6,-0.4%,21.8%,-8.7,724,-4.0%,
CCCn1c(=O)c(C(=O)Nc2ncccc2O)c(O)c2ccccc21,3.8%,-1.2%,.,-3.3%,i,0.1,3.6%,25.6%,.,.,-4.3%,Dengue-2 NS5 capping pilot replicate=-2.1
Nc1ccc(S(=O)(=O)C(F)(F)F)cc1N,-3.3%,-1.0%,-0.8%,-0.8%,i,0.8,-2.8%,-3.0%,31.9,705,2.8%,
CCOc1ccc(N(CC(=O)NCCc2ccccc2)C(=O)CCC(=O)Nc2cc(C)ccn2)cc1,12.9%,-1.2%,.,1.6%,+,.,0.4%,-0.3%,20.0,830,-0.5%,
Cc1cccc(N2CCN(S(=O)(=O)c3cccs3)CC2)c1C,12.5%,-1.2%,.,-3.3%,i,0.3,-0.7%,-9.8%,-4.3,768,-1.6%,
CCCCc1ccc(-c2c(C#N)c(N)nc3c2CCCC3)s1,18.0%,0.4%,-3.4%,-0.8%,i,0.6,1.3%,9.1%,.,.,-4.5%,
